Assay outcomes deposited in PubChem BioAssay by several laboratories.
PGE2 EP2 inh = human EP2 receptor antagonists, primary screen, TR-FRET cAMP, C6 glioma cells; inhibition, % at 25 µM; C6 glioma cells expressing human EP2; cells stimulated with saturating PGE2; Prostaglandin E2 receptor EP2 subtype (Homo sapiens), P43116; AID 1422, 2008; 260,000 tested, 0.52% active;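 active = percent inhibition above 40 after rounding to a whole number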;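 also: rat C6 glioma host cells with rolipram phosphodiesterase inhibitor present; the protocol text gives 20 µM as final concentration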
Target sequence (P43116 whole entry, looked up): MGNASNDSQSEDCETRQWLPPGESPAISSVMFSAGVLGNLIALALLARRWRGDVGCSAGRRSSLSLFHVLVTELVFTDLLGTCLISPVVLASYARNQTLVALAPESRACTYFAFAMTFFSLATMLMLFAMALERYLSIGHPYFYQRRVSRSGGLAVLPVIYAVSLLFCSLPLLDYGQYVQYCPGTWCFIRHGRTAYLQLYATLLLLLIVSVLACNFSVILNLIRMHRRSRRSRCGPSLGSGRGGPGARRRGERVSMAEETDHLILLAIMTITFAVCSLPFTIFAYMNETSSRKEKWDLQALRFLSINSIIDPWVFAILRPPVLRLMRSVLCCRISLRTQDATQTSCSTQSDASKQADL
Furin inh = human furin inhibitors, primary screen, biochemical, fluorescence intensity; purified furin, fluorogenic substrate cleavage; inhibition, % at 30 µM; 220,000 tested, 0.061% active; AID 463115, 2010; P09958; in the data active = inhibition above about 25%; also: inactives centre near -15
NCF1 inh = p47phox/p22phox peptide binding inhibitors, primary screen, biochemical, uHTS, NADPH oxidase regulatory subunit; inhibition, % at 24.7 µM; Neutrophil cytosol factor 1 (Homo sapiens), P14598; 220,000 tested, 0.53% active; fluorescence polarization, 2 h; AID 1274, 2008;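 active = inhibition above about 30%, limit read from the data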;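 also: 0% = p47phox with labelled peptide and 100% = labelled peptide alone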
Target sequence (P14598 whole entry, looked up): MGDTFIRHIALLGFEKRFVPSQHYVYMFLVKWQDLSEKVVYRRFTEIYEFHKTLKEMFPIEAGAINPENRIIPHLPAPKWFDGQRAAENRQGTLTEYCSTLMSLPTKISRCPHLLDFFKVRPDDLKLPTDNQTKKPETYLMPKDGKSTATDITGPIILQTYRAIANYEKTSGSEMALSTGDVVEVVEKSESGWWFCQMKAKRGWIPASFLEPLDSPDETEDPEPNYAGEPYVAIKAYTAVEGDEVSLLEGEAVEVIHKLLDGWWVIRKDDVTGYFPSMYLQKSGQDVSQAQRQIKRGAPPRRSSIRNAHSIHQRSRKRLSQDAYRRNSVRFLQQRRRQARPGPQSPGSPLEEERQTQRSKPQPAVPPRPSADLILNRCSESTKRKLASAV
PPC-1+TRAIL kill = compounds killing PPC-1 cancer cells with TRAIL present, primary screen, TRAIL potentiator project, ATPLite luminescence, uHTS; PPC-1 cells + TRAIL, ATPLite viability luminescence; cell killing (% activity), % at 4 µM; 220,000 tested, 0.41% active;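 active = cell killing above 50% in the first pass at 4 µM, then a duplicate retest at 5 µM averaging 50% or more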;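 also: plate controls were cells with TRAIL plus DMSO for no effect and medium-only wells lacking cells for full effect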
TbHK1 inh = Trypanosoma brucei hexokinase 1 inhibitors, primary screen, biochemical, G6PDH-coupled NADH absorbance, MLSCN library | 220,000 tested, 0.11% active | inhibition, % at 10 µM | recombinant TbHK1, G6PDH-coupled NADH A340 | hexokinase 1 [Trypanosoma brucei];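 active = inhibition of 50% or more in the single-dose primary screen; inactive = inhibition below 50%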
BaF3 tox = parental Ba/F3 cell viability inhibition, counter-screen for JAK2V617F inhibitor project, murine pro-B, CellTiter-Glo luminescence. AID 1486, 2009. CellTiter-Glo ATP luminescence. inhibition, % at 5.6 µM. 220,000 tested, 1.1% active;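 active = inhibition above a per-campaign cutoff, the mean inhibition of all tested compounds plus 3 SD, cut at about 27% in these data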;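 also: 0% = DMSO wells and 100% = JAK Inhibitor I control wells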
Ba/F3 V617F tox = reduced viability of JAK2V617F-dependent Ba/F3 cells, primary screen, JAK2V617F inhibitor project, cell-based, Ba/F3 EpoR-JAK2V617F, luminescence; 220,000 tested, 1.1% active; AID 1446, 2008; ATP luminescence; inhibition, % at 5.6 µM;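 active = inhibition above the campaign mean plus 3 SD over all tested compounds, cut at about 24% in these data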;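 also: cytokine-independent growth of Ba/F3 cells driven by EpoR plus mutant JAK2; 0% = DMSO-treated cells and 100% = JAK inhibitor I control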
p97 inhibitor = inhibitors of human p97 ATPase, primary screen, biochemical. Transitional endoplasmic reticulum ATPase (Homo sapiens), P55072. recombinant p97 ATPase, Kinase-Glo ATP luminescence, 3 h. inhibition, % at 8 µM. 220,000 tested, 0.42% active. AID 1481, 2009; in the data active = inhibition above about 15%;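 also: 0% = DMSO vehicle and 100% = wells lacking enzyme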
RBBP9 inh = human RBBP9 inhibitors, primary screen, biochemical, fluorescence polarization, FP-Rh probe, HTS. Serine hydrolase RBBP9 (Homo sapiens), O75884. recombinant RBBP9. inhibition, % at 7.94 µM. 220,000 tested, 0.2% active;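 active = inhibition above the campaign mean of all tested compounds plus 3 SD, cut at about 14% in these data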;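 also: plate controls were DMSO wells with RBBP9 for no effect and wells lacking RBBP9 protein for full effect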
Target sequence (O75884 whole entry, looked up): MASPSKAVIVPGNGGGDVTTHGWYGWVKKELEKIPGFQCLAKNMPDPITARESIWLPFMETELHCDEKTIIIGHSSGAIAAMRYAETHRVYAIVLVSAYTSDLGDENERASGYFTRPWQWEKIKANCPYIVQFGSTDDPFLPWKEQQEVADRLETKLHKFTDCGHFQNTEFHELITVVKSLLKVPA
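Test system: recombinant human RBBP9; Timing: 30 min then 45 min, 25 °C; Detection: fluorescence polarization; Control set: RBBP9 with DMSO as uninhibited control, no-protein wells as full inhibition; Compound dosing: one concentration, 7.94 µM nominal, 0.794% DMSO; Probe or stimulus: FP-Rh activity-based probe, 375 nM before mixing.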
Numbers without * were called inactive; · = no result given; & = joins results of further samples; [ ] = dose if it differs, or a comment. Not all compounds are listed. The share of hits here may be higher or lower than overall.

SMILES	PGE2 EP2 inh	Furin inh	NCF1 inh	PPC-1+TRAIL kill	TbHK1 inh	BaF3 tox	Ba/F3 V617F tox	p97 inhibitor	RBBP9 inh
C=CCO/N=C/C1C(=O)CC(C)(C)CC1=O	6	11	-8	28	28	8	5	-2	-4
CSc1ccccc1NC(=O)c1cc(CC(C)C)on1	9	-22	-3	14	-1	7	3	-5	-7
O=C(Nc1cc(SCCO)cc([N+](=O)[O-])c1)c1ccco1	7	11	-8	9	23	6	-3	2	-2
Nc1c(C(=O)Nc2cccc(F)c2)nnn1-c1cccc(C(F)(F)F)c1	5	-10	-6	-5	-1	2	0	3	-6
O=C(N/N=C/c1ccc[nH]1)c1ccccc1[N+](=O)[O-]	7	1	-8	8	-28	6	-1	4	0
Cc1cc(C)nc(NC(=O)Cc2cccs2)n1	14	-5	3	20	-8	1	1	3	10
O=C1c2ccccc2-c2c1cccc2C(=O)N1CCOCC1	17	-21[20 µM]	-14	11	-4	4	-1	-6	-10
COc1cc(/C=N\NC(=O)CC(=O)NCCc2ccccc2)ccc1O	8	-14	-7	5	-17	3	0	-1	-7
CNC(=O)CSc1nnc(-c2ccco2)n1-c1ccc(C)cc1	19	-12[20 µM]	-5	27	0	5	-3	4	-1
CCCCCCCC(=O)N/N=C/c1ccco1	12	-17[20 µM]	-16	15	2	6	0	0	-4
COc1cc(NC(=O)N[C@@H](Cc2ccccc2)C(=O)O)cc(OC)c1	4	-10	-3	26	-5	0	-4	7	2
Nc1ccc(/C=C/C(=O)c2ccco2)cc1	7	-1	-23	17	15	-1	-1	0	-6
Cc1c(C(=O)C(=O)NCCc2ccc(S(N)(=O)=O)cc2)c2ccccc2n1C	4	-15	-6	-1	-14	-2	-4	5	3
COC(=O)[C@@H]1C[C@@]2(O)[C@H](O)[C@H](O)[C@H](O)C[C@H]2N1Cc1ccc(C(F)(F)F)cc1	12	-10	-10	8	-10	·	·	·	·
CCOc1ccc(NC(=O)CN(C)CC(=O)Nc2ccccc2C#N)cc1OCC	27	-28	-17	6	1	2	-1	0	-13
CC(C(=O)Nc1c2c(cc3c1CCC3)CCC2)N1CCCC1 (stereo unspecified)	9	-12	2	22	-1	8	-1	4	0
CCOc1cc(S(=O)(=O)N2CCOCC2)ccc1F	6	-24[20 µM]	7	-2	6	1	-1	5	1
CCc1nn(C)c2c(=O)c(=O)c2n(C)[nH]1	5	-17	-27	13	-16	2	1	1	-4
CCCSC1=C(C#N)C(c2ccc(O)c(OC)c2)CC(=O)N1 (stereo unspecified)	13	-19	5	13	-1	1	-4	0	-9
COc1ccc(Oc2c(C)nc(SCC(=O)c3ccc(Cl)cc3)[nH]c2=O)cc1	7	-34	-3	10	-4	-2	-4	-2	-12
Cc1c(C)c2c(C)nn(-c3ccccc3)c2[nH]c1=O	7	-27	4	17	7	10	1	3	-13
CN(Cc1ccccc1)c1nc2c(c(=O)n(C)c(=O)n2C)n1CCCc1ccccc1	19	-6	-14	19	6	4	0	-2	-10
CC(=O)N1CCc2cc(S(=O)(=O)NCCC(=O)Nc3cc(C)cc(C)c3)ccc21	9	-16[20 µM]	0	6	-1	3	-2	1	1
Cc1ccc2[nH]c(=O)c(CN(CCCN(C)C)C(=O)Nc3cccc(Cl)c3)cc2c1	16	3[20 µM]	-16	1	-7	12	11	-4	-10
Cc1cc(Nc2cc(C(=O)O)ccc2C)n2ncnc2n1	6	-17	6	15	2	-2	-3	1	-4
Cn1c(=O)[nH]c(=O)c2c1ncn2CCCc1ccccc1	12	-25	-9	·	3	3	-2	8	-2
O=[N+]([O-])c1cccc(CNc2ccc3c(c2)CCC3)c1	17	-31	1	15	-1	0	-2	4	-8
O=C(NCCN1CCOCC1)c1ccc(N2CCCC2)c([N+](=O)[O-])c1	4	-26	-11	26	-8	5	1	0	-5
CN(C(=S)Nc1ccc(Oc2ccccc2)cc1)C1CCCCC1	2	1	7	11	30	6	5	-6	-6
O=C(CCCN1C(=O)/C(=C/c2ccccc2)SC1=S)Nc1ccc(O)cc1	11	-17	-41	13	-5	1	2	1	-10
O=C(COC(=O)CCc1nc2ccccc2c(=O)[nH]1)Nc1ccc2c(c1)OCO2	8	-13	-4	-1	-7	1	0	-5	4
Cc1ccc(-c2noc(CCC(=O)N3CCCc4ccccc43)n2)cc1	8	-5[20 µM]	-4	12	6	4	-2	-3	0
CCn1c2c(c3cc(Cl)ccc31)CCCC2=O	15	2	-14	-17	-5	1	-3	-7	-4
Cc1nonc1OCCN1CCN(c2ccccc2[N+](=O)[O-])CC1	5	-1	2	10	1	6	1	3	2
CCOC(=O)c1cnc2c(-c3ccccc3OC)c(C)nn2c1C	14&4	-11	-5	-4	-8	5	4	-3	-9
O=C(Cn1c(NCCO)nc2ccccc21)N1CCN(Cc2ccccc2)CC1	8	-13	2	-13	10	8	9	1	-4
Cc1ccnc(NC(=O)CCCOc2cc(=O)n(C)c3ccccc23)c1	10	-20	2	39	3	3	18	-1	-3
CCC(=O)Nc1cc2[nH]c(=O)cc(C)c2cc1C	5	-17	-6	23	-17	2	0	3	-2
O=C(NCC1CCCO1)c1ccc(NC(=O)C2CC=CCC2C(=O)O)cc1 (stereo unspecified)	12	-6[20 µM]	-14	5	9	0	-3	1	5
c1ccc(Nc2nc(N3CCCCC3)nc(N3CCCCC3)n2)cc1	7	-7[20 µM]	-18	-18	2	8	-1	-3	-13
O=C(NNc1c2ccccc2nc2ccccc12)c1ccc(O)cc1O	·	-2[20 µM]	-46	3	-10	77*	72*	35*	-1
Cc1ccnc(NS(=O)(=O)c2ccc(NS(C)(=O)=O)cc2)n1	10	-13	-4	3	3	4	-2	2	-6
CC(=O)N(C(C)=O)n1c(C)nc2sc3c(c2c1=O)CCCC3	2	-9	-7	-4	6	3	4	-3	-2
COc1ccc(NC(=O)C(=O)NCCO)cc1Cl	10	-4	1	9	33	4	-4	5	4
CC(NC(=O)Cc1ccccc1)c1ccc(F)cc1 (stereo unspecified)	3	-13	2	-9	-2	2	-3	1	-5
Cc1cccc(OCC(=O)Nc2ccc(N3CCN(S(C)(=O)=O)CC3)cc2)c1C	7&6	-21	-6	18	-7	-1	0	3	1
Cc1ccccc1-n1c(=O)cc(N2CCN(C(=O)c3ccco3)CC2)[nH]c1=O	9	-12	-18	·	0	1	0	1	-6
CCc1c(C)sc(NC(=S)N2CC(C)OC(C)C2)c1C(=O)OC (stereo unspecified)	7	-30	-3	19	-9	8	0	2	-1
CCCCNC(=S)Nc1ccc(Cl)cc1	5	-22	-10	9	22	6	-1	4	-8
CCN(CC)S(=O)(=O)c1ccc(/C=C/C(=O)Nc2ccc(Br)cc2F)cc1	11	-8	-6	14	23	6	1	2	-9
C=C1CCN([C@@H](C)C(=O)NCc2ccc(Cl)cc2)S(=O)(=O)c2ccccc21	1	-25	9	-2	-5	·	·	·	·
O=C(CCn1c(=S)[nH]c2ccccc2c1=O)NCCCN1CCOCC1	8	-20[20 µM]	-11	14	-7	1	0	-4	-10
O=C(c1cc2nc(-c3ccccc3)cc(-c3ccccc3)n2n1)N1CCN(C(=O)c2ccco2)CC1	5	-20[20 µM]	-45	-2	-11	4	4	-2	4
Nc1c(NCc2ccccc2)c(=O)c1=O	7	-14	-2	-12	-4	-2	-3	7	-2
COc1ccc(CNC(=O)C2CCN(C(=O)N(C)C)CC2)c(OC)c1	-1	-11[20 µM]	-4	4	1	6	5	-2	-10
O=C(Nc1ccc2c(c1)OCO2)c1ccc(S(=O)(=O)NCC2CCCO2)cc1 (stereo unspecified)	6	-17[20 µM]	-3	-12	-3	3	-3	4	-5
CC(=O)Nc1nonc1NC(=O)CSc1ccccn1	2	-5	-9	8	8	2	3	-6	-4
NC(=S)N/N=C/c1ccc2c(c1)OCCO2	5	-15	6	23	-29	4	4	-11	-7
C=C(C)CSc1nnc([C@@H]2CCCN2C(=O)OC(C)(C)C)o1	8	-23	-7	2	0	5	-2	-3	7
COc1ccc(NC(=O)C2CCCN2c2ccc(OC)c(OC)c2)cc1OC (stereo unspecified)	·	-13	6	17	3	4	1	-4	-5

Continuation:
SMILES	PGE2 EP2 inh	Furin inh	NCF1 inh	PPC-1+TRAIL kill	TbHK1 inh	BaF3 tox	Ba/F3 V617F tox	p97 inhibitor	RBBP9 inh
CCN(CC)C(=O)CSc1nc2ccccc2c(=O)n1OC	3	3	-15	4	-1	2	-1	7	-9
CCN(Cc1ccccc1)C(=O)CSc1nc(C)cc2c1C(=O)OC2	6	-8	1	6	-4	0	-2	3	-5
Cc1ccc(C)c(NC(=S)N2CCCCC2CO)c1 (stereo unspecified)	9	-17	1	23	-2	-1	-1	1	-5
CC1(C)CC(=O)C2=C(C1)N(c1ncn[nH]1)C(N)=C(C#N)C2c1ccccc1 (stereo unspecified)	7	-21	-20	-1	-16	4	-1	7	-9
O=C(CC1Nc2ccccc2NC1=O)Nc1ccccc1 (stereo unspecified)	·	-15	-15	5	-10	5	0	14	-10
C=CCc1c(C)[nH]c(=S)c(C#N)c1C	17	-13	12	6	17	5	-2	6	-8
Cc1cc(Cl)ccc1C(=O)C1CCCN(C(=O)c2n[nH]c3c2CCCC3)C1 (stereo unspecified)	2	-18	-2	-2	-3	5	1	2	-6
O=C(Cc1ccc(S(=O)(=O)N2CCCC2)s1)Nc1nc2c(s1)CCCC2	8	-13[20 µM]	-29	17	2	6	-1	4	-9
COc1cccc(C(=O)COc2ccc3c(C)c(Cc4ccccc4)c(=O)oc3c2C)c1	8	-26	-4	13	-8	0	-1	6	-1
CSC1=NCCN1C(=O)COc1ccccc1	15	-16	5	16	-2	9	3	-9	-9
COc1ccc(C2=Nn3c(nnc3-c3ccco3)SC2)cc1	7	-20[20 µM]	-7	15	-30	4	-1	0	0
Cc1nc2ccccc2c(=O)n1CCCn1ccnc1	19	-26[20 µM]	-2	8	-5	5	0	0	0
CCCSc1nnc(CSc2nc3nc(C)cc(C)n3n2)o1	1	-7[20 µM]	-10	3	1	1	2	0	-6
COC(=O)c1cn(NC(=O)Cn2nc([N+](=O)[O-])c(Br)c2C)c(=O)c2ccccc12	7	-19	6	-14	-3	5	2	1	-1
CC1CCN(CC(=O)Nc2cc(C(F)(F)F)ccc2Cl)CC1	10&8	-22	-5	-6	0	7	1	1	-2

One compound at a time (already shown). Order of screens: PGE2 EP2 inh | Furin inh | NCF1 inh | PPC-1+TRAIL kill | TbHK1 inh | BaF3 tox | Ba/F3 V617F tox | p97 inhibitor | RBBP9 inh
Shown for `CCc1c(C)sc(NC(=S)N2CC(C)OC(C)C2)c1C(=O)OC` (stereo unspecified) = 7 | -30 | -3 | 19 | -9 | 8 | 0 | 2 | -1
Shown for `CC1(C)CC(=O)C2=C(C1)N(c1ncn[nH]1)C(N)=C(C#N)C2c1ccccc1` (stereo unspecified) = 7 | -21 | -20 | -1 | -16 | 4 | -1 | 7 | -9
